esBAF inh: Bmi1 luciferase reporter increase in mESCs, primary screen, esBAF inhibitor project, mouse ES cells, Bmi1 luciferase knock-in, single point; 24 h; 100% = twice the neutral-well signal; reporter increase, % at 12.5 µM; 350,000 compounds, 2% hits; in the data active = activation above about 40%; inconclusive = no clear call, values can overlap the other calls;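 also: 0% = median of the plate's neutral control wells and 100% = double that signal; a rise in the Bmi1 reporter signal indicates esBAF inhibition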
FN deposit inh: inhibitors of fibronectin matrix deposition, primary screen, AH1F cells, Alexa488-fibronectin fluorescence, plate reader | inhibition, % at 12.6 µM | AID 743247, 2014 | 350,000 compounds, 0.086% hits | AH1F fibroblasts, overnight;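 active = mean inhibition across replicates of 30% or more, regardless of how many single replicates reach that level; inconclusive = mean under 30% yet at least half of replicates reach 30%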;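 also: positive control wells lacked labelled fibronectin entirely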
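Material: AH1F fibroblasts assembling fluorescent fibronectin matrix; amount: 10000 AH1F cells/well; medium: DMEM, 2% serum; reagent: Alexa488-fibronectin, 24 nM final in well; dosing: single compound dose, delivered by pin transfer; incubation: 1 h adhesion, overnight exposure; detection: fluorescence after three HBSS washes, excitation 485 nm, emission 525 nm; measure: fibronectin deposition inhibition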
CASP6 VEID inh: human caspase-6 inhibitors, primary screen, biochemical, VEID-R110 fluorescence, single point, set 2 | purified caspase-6, Z-VEID-R110 cleavage fluorescence | inhibition, % at 12.5 µM | 350,000 compounds, 0.53% hits | AID 686996, 2013;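 active = mean inhibition across replicates at least about 35%, with every replicate also reaching that limit, limit read from the data; inconclusive = only one of the two criteria met; inactive = neither criterion met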;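 also: 0% = median of neutral control wells and 100% = no fluorescence left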
Target sequence (P55212 24-179 limits assumed): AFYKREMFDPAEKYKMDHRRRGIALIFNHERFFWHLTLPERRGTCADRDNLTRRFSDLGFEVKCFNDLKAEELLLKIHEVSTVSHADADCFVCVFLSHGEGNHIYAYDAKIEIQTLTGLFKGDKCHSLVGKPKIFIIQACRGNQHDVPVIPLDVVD
Target sequence (P55212 194-293 limits assumed): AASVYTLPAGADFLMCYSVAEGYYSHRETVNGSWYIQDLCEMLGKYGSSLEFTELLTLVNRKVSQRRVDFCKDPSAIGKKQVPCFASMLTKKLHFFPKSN
Statin myotox sup: suppressors of statin myotoxicity in C2C12 myotubes, primary screen, cell-based, single point, plate reader. C2C12 myotubes + simvastatin, ATP luminescence, 48 h; scaled: DMSO 0, geranylgeraniol control 100. rescue of ATP level, % at 7.49 µM. 330,000 compounds, 0.78% hits. AID 602340, 2012;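 active = mean ATP rescue above about 67%, or every replicate alone reaching that limit, limit read from the data, passing the limit was not always enough; inconclusive = no clear call, values can overlap the other calls; inactive = mean under the limit and some replicate under it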;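 also: myotubes were challenged with 10 µM simvastatin during compound exposure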
SIRT5 inh: SIRT5 desuccinylase inhibitors, primary screen, biochemical, fluorescence imaging, single point, set 5 | NAD-dependent protein deacylase sirtuin-5, mitochondrial (Homo sapiens), Q9NXA8 | AID 652115, 2013 | Purified SirT5, succinyl-peptide AMC, trypsin-coupled fluorescence | inhibition, % at 15 µM | 330,000 compounds, 1.1% hits; in the data active = inhibition above about 15%; inconclusive = no clear call, values can overlap the other calls
Target sequence (Q9NXA8 whole entry, looked up): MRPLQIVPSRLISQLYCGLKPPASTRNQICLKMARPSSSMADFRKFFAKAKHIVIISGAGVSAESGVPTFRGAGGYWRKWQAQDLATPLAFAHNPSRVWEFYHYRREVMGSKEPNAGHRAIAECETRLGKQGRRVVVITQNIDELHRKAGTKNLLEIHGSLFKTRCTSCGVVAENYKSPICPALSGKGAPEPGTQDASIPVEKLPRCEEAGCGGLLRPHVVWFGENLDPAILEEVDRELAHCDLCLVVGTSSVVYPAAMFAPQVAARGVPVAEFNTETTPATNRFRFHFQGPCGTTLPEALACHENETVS
LGR2 antag: inhibitors of bursicon-induced LGR2 CRE-luciferase signal, primary screen, cell-based, HEK293, CRE-luciferase reporter, bursicon stimulation; 380,000 compounds, 0.35% hits; Drosophila bursicon receptor LGR2 (rickets); inhibition, % at 9.99 µM; bursicon-stimulated, 4 h;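 active = drop in luminescence signal, shown as inhibition above about 50% in the replicate tests, limit read from the data, passing the limit was not always enough; inconclusive = probably only some replicates passing the limit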;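 also: agonist challenge used bursicon conditioned medium at about half maximal strength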
S100A4 MyoIIA: inhibitors of S100A4-myosin IIA peptide binding, primary screen, biochemical, fluorescence polarization, TAMRA-MyoIIA peptide; inhibition, % at 10.7 µM; 360,000 compounds, 0.14% hits;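 active = mean inhibition of at least 70% across replicates, with every replicate also reaching that level; inconclusive = mean inhibition reaches 70% but some replicates fall short; inactive = mean inhibition below 70%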
Target sequence (P26447 whole entry, looked up): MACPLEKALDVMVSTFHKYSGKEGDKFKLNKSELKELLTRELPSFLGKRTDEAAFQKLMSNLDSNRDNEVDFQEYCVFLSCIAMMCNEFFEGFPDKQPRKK
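Test system: S100A4 monomer protein. Medium: HEPES buffer with Ca2+, pH 7.2. Reagent: fluorescent myosin IIA peptide, 5 nM. Compound dosing: single-point compound testing. Timing: 5 min between mix addition and reading. Benchmarks: DMSO neutral and TFP positive wells.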
Starred values were filed as active, the others as inactive; ? = inconclusive; / = no result given.

SMILES | LGR2 antag | FN deposit inh | Statin myotox sup | CASP6 VEID inh | S100A4 MyoIIA | esBAF inh | SIRT5 inh
CSc1nc2nc3c(cn2n1)C(=O)CC(c1ccccc1)C3 (configuration not stated) | -11 | -4 | -5 | / | / | -7 | /
CCOC(=O)c1c(-c2ccc(C)cc2)csc1NC(=O)c1cc2ccccc2oc1=O | -18 | -3 | -9 | 0 | 4 | 49* | -4
O=C(CSc1ccc2ccccc2c1)NCCCN1CCCC1=O | 9 | -10 | / | 5 | -2 | / | -1
CN(C)Cc1cn(CC[C@H]2CC[C@H](NS(=O)(=O)c3ccccc3)[C@H](CO)O2)nn1 | 0 | / | 6 | 3 | 7 | -5 | 33*
Cc1ccc(C(=O)NNC2=NCCC2)cc1 | 10 | / | 5 | / | / | 0 | /
CCC(=O)N1CCC(C)(C(=O)Nc2nccc3ccccc23)C1 (configuration not stated) | 11 | / | -7 | 3 | -4 | -6 | /
Cc1cc(C)cc(C(=O)Nc2ccc3[nH]c(=O)[nH]c3c2)c1 | 14 | -1 | / | 3 | -2 | / | -2
CC(=O)Nc1sc2c(c1CN1CCN(c3ccc(F)cc3)CC1)CCCC2 | / | 1 | 20 | / | / | -1 | /
Cc1ccc(NC(=O)c2sc3nc(N)c(C#N)cc3c2N)cc1 | -28 | 2 | / | 5 | 0 | / | 0
CC(OC(=O)CCN=C1NS(=O)(=O)c2ccccc21)C(=O)Nc1ccc(N(C)C)cc1 (configuration not stated) | -6 | 4 | -2 | -2 | -2 | 0 | 7
C[C@]12CC[C@H](O)CC1=C[C@H](O)C1C2CC[C@@]2(C)C1CC[C@@]2(O)C#Cc1ccc(CN)cc1 (some centres not stated) | / | 0 | / | 4 | -2 | / | -2
COC(=O)[C@]12C[C@H](CC(=O)N3CCCC3)C(=O)N(Cc3ccccc3)C1=C[C@H](C(C)(C)C)O[C@@H]2C | 0 | -10 | / | -1 | 5 | / | /
COc1ccc(NC(=O)CN(C)Cc2c(F)cccc2Cl)cc1S(=O)(=O)N1CCCCC1 | 19 | -1 | / | 6 | -5 | / | 2
O=C(COC(=O)/C=C/c1ccc(F)cc1)Nc1ccc(S(=O)(=O)N2CCOCC2)cc1 | / | -1 | 1 | 14 | 6 | -6 | -2
Cc1ccc(-n2cc(CN3CCC(CO)(Cc4ccccc4)CC3)cn2)cc1 | -8 | -7 | / | 3 | -1 | / | -1
O=C(NC1(C(F)(F)F)NC(=O)N(Cc2cccnc2)C1=O)c1ccccc1 (configuration not stated) | / | 3 | 4 | / | / | -4 | /
CCOc1ccc(C(=O)Nc2cccc(-c3ccc(N4CCOCC4)nn3)c2)cc1OCC | -27 | 1 | -26 | 0 | 0 | 64* | -1
CCCCCCCCC(NC(=O)c1ccc(C#N)cc1)C(=O)NCCC (configuration not stated) | 10 | -7 | 159* | -1 | 2 | -5 | -4
N#Cc1c(-c2ccncc2)cc(-c2ccc(F)cc2)nc1N | -1 | 6 | 3 | -4 | 1 | 5 | -51
COc1ccc([C@H]2C(C(=O)O)=C[C@@H](CC3CCCC3)N2S(=O)(=O)c2ccc(C)cc2)cc1OC | -29 | 2 | 3 | 5 | 58 | -2 | -6
O=C(C(=O)N1CCC(CNC(=O)c2cccnc2Cl)CC1)c1cc2ccccc2o1 | -19 | -5 | / | 2 | 5 | / | /
Cc1ccnc(SCCn2c(N3CCN(c4ccccc4)CC3)nc3c2c(=O)[nH]c(=O)n3C)n1 | 13 | -12 | -4 | -2 | 0 | -4 | 1
C/C(=N\OC(=O)c1ccc(C)cc1)c1c(C)nc2cc(C)ccn12 | -19 | 7 | / | -6 | 2 | / | -2
CCc1ccc(CN(C)C(=O)c2ccc3c(c2)OCCO3)cc1 | -13 | -12 | 2 | -5 | -2 | 9 | -2
Cc1ccc(CSCCNC(=O)c2ccccc2)cc1 | / | -6 | / | 0 | 1 | / | -4
Cc1cc(NC2CCCCC2)nc2ccccc12 | -36 | -1 | / | -3 | 0 | / | 3
C[C@H](CO)N1C[C@H](C)[C@H](CN(C)S(=O)(=O)c2ccccc2)Oc2ccc(N(C)C)cc2C1=O | 12 | / | -4 | -1 | 0 | -5 | /
c1ccc(C2CSc3ccccc3N2)cc1 (configuration not stated) | -124 | -1 | 38 | -1 | 0 | ? | -4
Cc1oc2cc3oc(=O)c(CCC(=O)N4C[C@H]5C[C@@H](C4)c4cccc(=O)n4C5)c(C)c3cc2c1C | / | / | 3 | -1 | -1 | 19 | 6
COc1ccccc1NC(=O)CCC(=O)OCc1ccc(Cl)cc1 | -2 | -10 | 3 | 0 | -11 | 9 | -1
COc1ccccc1C(=O)N1C[C@H]2[C@@H](c3ccccc31)[C@@H](CO)N2CC1CCCC1 | 12 | 6 | 17 | -4 | -11 | 2 | 5
COCC#Cc1cnc2c(c1)C(=O)N([C@H](C)CO)C[C@H](C)[C@@H](CN(C)C(=O)Nc1c(C)noc1C)O2 | -18 | 4 | 7 | -1 | 1 | -7 | -1
CCOC(=O)c1ccc(-c2c(-c3ccc4c(c3)OCO4)noc2C)cc1F | -11 | -7 | 10 | 2 | -2 | -1 | 1
COc1cc(O)oc1C=Nc1ccc(Cl)cc1Cl | / | 5 | 3 | / | / | -4 | /
Cc1nn(Cc2cccc(C(N)=O)c2)c(C)c1Br | / | 3 | / | -6 | 1 | / | -1
CCCCCCn1c(CN2CCN(C(=O)c3ccco3)CC2)nc2c1c(=O)n(C)c(=O)n2C | 7 | 2 | 5 | 2 | 0 | 4 | 1
C[C@H]1CN([C@@H](C)CO)C(=O)c2cccc(NC(=O)Nc3ccc4c(c3)OCO4)c2O[C@@H]1CN(C)Cc1ccc(Cl)c(Cl)c1 | -8 | / | / | -1 | -5 | / | -3
CCC(C)c1ccc(S(=O)(=O)N2CCN(C(C)CC(=O)O)CC2)cc1 (configuration not stated) | -2 | -4 | 7 | -1 | 2 | -3 | -15
Cc1cc(C)cc(OCC(=O)Nc2cccc(S(=O)(=O)NC3=NCCC3)c2)c1 | 25 | 5 | 2 | -1 | -4 | -4 | -11
COc1ccc(CN(C)C[C@@H]2OCCCC[C@H](C)Oc3ccc(NS(=O)(=O)c4c(C)noc4C)cc3C(=O)N([C@@H](C)CO)C[C@H]2C)cc1 | 6 | / | / | 5 | 9 | / | 5
O=C1CCC[C@@H]2Cc3nc4ccc(O)cc4cc3[C@@H]3CCN1[C@H]23 | -6 | -9 | 7 | 14 | -12 | 15 | /
Nc1cc([N+](=O)[O-])cc2oc(-c3ccccc3)cc12 | -79 | 6 | 2 | 0 | 4 | 32 | -2
O=c1cc(-c2ccccc2)n(S(=O)(=O)c2ccccc2)o1 | / | 4 | -3 | / | / | 3 | /
CC(C)CC#Cc1cnc2c(c1)C(=O)N([C@H](C)CO)C[C@H](C)[C@@H](CN(C)S(=O)(=O)c1cccs1)O2 | 11 | -5 | 17 | 2 | 1 | 3 | 10
CCCC(=O)N1CCN(c2ccc(NC(=O)C(C)(C)C)cc2Cl)CC1 | 10 | / | -9 | 0 | -2 | -7 | -3
Brc1cccc(CN2CCCCCCC2)c1 | -2 | / | -16 | / | / | -4 | /
Nc1nnnn1/N=C/c1ccc(Br)cc1 | 3 | -3 | 1 | 2 | 6 | -7 | -2
S=C(NC1CCCC1)N1CCN(c2cccc(Cl)c2)CC1 | 2 | -1 | / | 1 | -5 | / | -3

Shown with values under each structure: part of the list above.
Sequence of screens: LGR2 antag, FN deposit inh, Statin myotox sup, CASP6 VEID inh, S100A4 MyoIIA, esBAF inh, SIRT5 inh
> S=C(NC1CCCC1)N1CCN(c2cccc(Cl)c2)CC1
    2, -1, /, 1, -5, /, -3
> Brc1cccc(CN2CCCCCCC2)c1
    -2, /, -16, /, /, -4, /
> COc1ccc(CN(C)C[C@@H]2OCCCC[C@H](C)Oc3ccc(NS(=O)(=O)c4c(C)noc4C)cc3C(=O)N([C@@H](C)CO)C[C@H]2C)cc1
    6, /, /, 5, 9, /, 5
> O=C1CCC[C@@H]2Cc3nc4ccc(O)cc4cc3[C@@H]3CCN1[C@H]23
    -6, -9, 7, 14, -12, 15, /

Following part.
SMILES | LGR2 antag | FN deposit inh | Statin myotox sup | CASP6 VEID inh | S100A4 MyoIIA | esBAF inh | SIRT5 inh
COC(=O)[C@H]1C[C@@H]1[C@H](NC(=O)OCc1ccccc1)c1ccccc1 | 9 | 7 | 10 | -3 | 0 | 1 | -1
CCCOC(=O)c1ccc(OCC(O)Cn2c(C)nc3ccccc32)cc1 (configuration not stated) | -48 | -4 | 10 | -2 | 0 | -2 | -4
O=C(c1cnccn1)N1CC(=O)N2[C@@H](CO)[C@H](c3ccc(/C=C/c4ccccc4)cc3)[C@@H]2C1 | 3 | 1 | / | 0 | 0 | / | 5
O=C(Nc1cn(-c2ccccc2)nc1-c1ccccc1)c1ccccc1 | 5 | -5 | / | 5 | -1 | / | 0
O=C(O)c1ccc(-c2ccc(O)c(F)c2)cc1 | -10 | -7 | -3 | 0 | 2 | -4 | -3
Cc1cc(C(=O)OCC(=O)N(CC(C)C)c2c(N)n(Cc3ccccc3)c(=O)[nH]c2=O)c(C)o1 | 14 | -1 | -19 | 4 | -2 | 1 | -9
O=C1NC(Cc2ccc(O)cc2)c2nc3ccc(Cl)cc3c(=O)n2-c2cc3ccccc3cc21 (configuration not stated) | 23 | -13 | 13 | 5 | -6 | 9 | -2
Cc1cc2c(cc1S(=O)(=O)CCC(=O)Nc1cccc(C(F)(F)F)c1)OCC(=O)N2 | -2 | 3 | -11 | -4 | -6 | -1 | 3
O=C(OCc1cn([C@@H]2C[C@H](c3ccc(Cl)cc3)N(CC3CCCCC3)C[C@H]2O)nn1)c1ccccc1 | -10 | 9 | 9 | -2 | -10 | -8 | -3
O=C(C[C@@H]1C=C[C@H](NC(=O)CN2CCOCC2)[C@H](CO)O1)NC1CCCCC1 | 6 | -17 | 8 | 2 | 0 | 2 | 18*
CC(C)(C)c1ccc(-c2nc(N)nc(N)n2)cc1 | -27 | 5 | / | -2 | 5 | / | -3
COc1ccccc1C1CC(c2ccco2)=NN1c1ccccc1 (configuration not stated) | -11 | 4 | / | -1 | -5 | / | /
COc1cccc(NC(=O)CCN2CCC(C(N)=O)CC2)c1 | / | -1 | 0 | / | / | 3 | /
O=C(COc1cccc(C(F)(F)F)c1)Nc1ccc(S(=O)(=O)N2CCCCC2)cc1 | 3 | -2 | / | 0 | 4 | / | -3
O=C(NNC(=S)Nc1ccccc1Cl)c1ccccc1Br | -53 | / | 2 | 0 | 0 | 66* | -2
Cc1cc(C)cc(C(=O)Nc2ccc(N3CCN(S(C)(=O)=O)CC3)cc2)c1 | 14 | 13 | / | -2 | 0 | / | -1
Cc1ccc(N2CC(C(=O)OCC(=O)Nc3ccc(F)cc3F)CC2=O)cc1 (configuration not stated) | / | 17 | -11 | 5 | -6 | -12 | -3
COc1ccccc1CNC(=O)CN(C)Cc1ccc(SC)cc1 | 5 | -1 | -1 | -5 | -6 | -6 | 0

An excerpt; count on the stated rates, not on these rows.
